NadD inh: blocks S. aureus nicotinate mononucleotide adenylyltransferase | purified NadD enzyme, colorimetric absorbance read-out | inhibition, % at 20 µM | 360,000 tested, 0.78% active; in the data active = inhibition above about 26%; note: some compounds past the cut are filed as inactive
CendR NRP1 mod: NRP-1/CendR interaction modulation; O14786; FAM-RPARPAR peptide binding to NRP-1, fluorescence polarization; inhibition, % at 25 µM; 360,000 tested, 0.85% active; AID 602438;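 active = inhibition or corrected inhibition above about 18%, plus a signal ratio from 0.5 to 1.5, limit read from the data, passing the limit was not always enough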; note: strong numbers were not always called active
Tb MetRS inh: blocks T. brucei methionyl-tRNA synthetase activity. purified T. brucei MetRS, ATP depletion, Kinase-Glo luminescence. inhibition, % at 11.9 µM. 360,000 tested, 0.4% active;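 active = inhibition above a per-plate cutoff of the control wells' mean inhibition plus 3 SD, cut at about 5.5% in these data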;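 note: 0% = DMSO wells median and 100% = median of wells with control inhibitor compound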
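System: purified T. brucei MetRS enzyme / Detection: Kinase-Glo luciferase luminescence reporting remaining unconsumed ATP / Medium: HEPES buffer with MgCl2, KCl, DTT, spermine, BSA, pyrophosphatase / Replication: singlicate, one well per compound / Evaluation: percent inhibition relative to median high and low control wells / Schedule: 2 h aminoacylation at 25 °C after 15 min preincubation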
SUMO1 PPI mod: modulators of human SUMO1-mediated protein-protein interactions; P63165; SUMO1 binding to a labelled peptide, TR-FRET, 1 h; inhibition, % at 20 µM; 360,000 tested, 0.33% active; in the data active = inhibition above about 37%
Target sequence (P63165 whole entry, looked up): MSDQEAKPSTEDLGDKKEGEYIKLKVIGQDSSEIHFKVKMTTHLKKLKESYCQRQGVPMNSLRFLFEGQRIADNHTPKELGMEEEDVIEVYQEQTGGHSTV
SKN-1 inh: inhibitors of C. elegans SKN-1 | 360,000 tested, 0.49% active | C. elegans VP596 Pgst-4::GFP/RFP ratio, acrylamide-induced, 24 h | inhibition, % at 21.8 µM;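 active = interference check ratio from 0.5 to 1.5 plus GFP to RFP signal ratio inhibition reaching or exceeding a fixed threshold, cut at about 30% in these data, passing the limit was not always enough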; note: some compounds called inactive have numbers as strong as hits
LMPTP block: LMPTP (human) inhibition | recombinant LMPTP-A, OMFP fluorogenic substrate, fluorescence intensity | inhibition, % at 20 µM | 360,000 tested, 0.22% active | AID 651560;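 active = compounds that cut the enzyme signal by at least half of the control window in the single-dose screen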;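 note: plate controls were DMSO wells with enzyme plus substrate for no effect and substrate without enzyme for full effect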
Target sequence (P24666 whole entry, looked up): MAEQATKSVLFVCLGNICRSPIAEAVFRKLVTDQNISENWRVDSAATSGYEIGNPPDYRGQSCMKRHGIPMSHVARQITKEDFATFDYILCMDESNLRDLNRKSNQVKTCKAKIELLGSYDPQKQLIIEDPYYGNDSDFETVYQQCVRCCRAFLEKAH
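Assay system: LMPTP-A phosphatase enzyme | Input: 0.625 nM enzyme | Also added: Fluorogenic phosphatase substrate OMFP at 400 µM final | Compound dosing: One test concentration per compound, 20 µM, with 3% DMSO overall | Schedule: 50 min enzyme reaction at room temperature, protected from light | Signal: Fluorescence intensity | Benchmarks: no-enzyme and uninhibited controls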
DNMT1 block: inhibitors of human DNMT1; AID 588458; inhibition (reported as % activation of signal), % at 10 µM; DNMT1 molecular beacon, Hinp1I cleavage, fluorescence; 360,000 tested, 0.83% active; in the data active = inhibition above about 50%
Scp-1 inhibitor: blocks human Scp-1 phosphatase activity; inhibition, % at 20 µM; Recombinant Scp1, phosphopeptide, malachite green phosphate absorbance; Q9GZU7; 340,000 tested, 0.88% active; AID 493091;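 active = inhibition above about 50% at 20 µM, limit read from the data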;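 note: plate controls were DMSO wells with enzyme for no effect and wells lacking enzyme for full effect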
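Assay system: SCP-1 catalytic fragment, aa 76-261 | Buffer or medium: Tris acetate buffer pH 5.5 with MgCl2 and Tween-20 | Compound: One concentration, 20 µM, with 1.0% DMSO | Also added: Phospho 17-mer peptide substrate | Signal: Absorbance at 630 nm | Incubation: 45 min enzyme reaction at room temperature | Measure: % inhibition of SCP-1 phosphate liberation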
STEP block: inhibitors of human striatal-enriched phosphatase STEP | AID 588621 | recombinant STEP, OMFP fluorogenic substrate, fluorescence | 360,000 tested, 0.25% active | inhibition, % at 20 µM;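 active = inhibition at 20 µM, scaled per plate between control wells, above about 37%, limit read from the data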;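 note: 0% = DMSO with enzyme and substrate and 100% = substrate only without enzyme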
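System: STEP (striatal-enriched tyrosine phosphatase) enzyme, cell-free; medium: Bis-Tris pH 6.0 buffer with DTT, detergent; dosing: 20 µM, 1% DMSO; times: reaction 20 min, ambient temperature; detection: fluorescence, 480/540 nm; read-out basis: normalized % inhibition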
Neddylation inh: inhibitors of human cullin neddylation. P61081+Q13564. TR-FRET cullin neddylation, biochemical. calls only at 25 µM. 360,000 tested, 0.58% active. AID 651699; in the data active = inhibition above about 36%
Target sequence (P61081 whole entry, looked up): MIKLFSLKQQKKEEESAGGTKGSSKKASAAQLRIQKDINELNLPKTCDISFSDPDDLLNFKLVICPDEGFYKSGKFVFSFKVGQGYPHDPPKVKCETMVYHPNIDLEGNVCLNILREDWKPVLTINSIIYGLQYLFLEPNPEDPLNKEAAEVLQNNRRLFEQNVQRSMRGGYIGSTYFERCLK
Target sequence (Q13564 whole entry, looked up): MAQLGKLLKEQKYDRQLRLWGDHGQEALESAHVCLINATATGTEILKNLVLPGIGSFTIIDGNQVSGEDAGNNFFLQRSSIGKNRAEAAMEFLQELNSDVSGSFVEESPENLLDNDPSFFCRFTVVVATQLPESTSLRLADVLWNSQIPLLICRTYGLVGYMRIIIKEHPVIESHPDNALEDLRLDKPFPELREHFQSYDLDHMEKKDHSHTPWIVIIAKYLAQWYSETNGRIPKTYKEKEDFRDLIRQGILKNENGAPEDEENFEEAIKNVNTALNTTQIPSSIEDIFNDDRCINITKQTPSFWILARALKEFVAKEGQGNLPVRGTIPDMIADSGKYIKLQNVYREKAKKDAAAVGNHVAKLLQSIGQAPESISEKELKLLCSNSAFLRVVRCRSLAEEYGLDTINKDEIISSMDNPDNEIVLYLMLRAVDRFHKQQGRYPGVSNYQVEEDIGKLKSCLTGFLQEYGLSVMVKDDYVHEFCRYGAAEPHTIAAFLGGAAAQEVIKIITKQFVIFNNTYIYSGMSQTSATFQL
* hit, by the source's call; i = inactive; . = no result given. An unsorted share of the library. About 4.6% of those tested had a hit in this group.

Assay codes: A = NadD inh; B = CendR NRP1 mod; C = Tb MetRS inh; D = SUMO1 PPI mod; E = SKN-1 inh; F = LMPTP block; G = DNMT1 block; H = Scp-1 inhibitor; I = STEP block; J = Neddylation inh
SMILES: Brc1ccc(-c2ccccc2)cc1
  A: 1	B: 3	C: -0.8	D: 2	E: -6	F: 0.7	G: -3	H: -3	I: 0	J: i

SMILES: C/C(CC(=O)Nc1ccc(N(C)C)cc1)=N\NC(=O)c1ccc([N+](=O)[O-])cc1Cl
  A: 7	B: 2	C: -0.2	D: -31	E: -3	F: -0.3	G: -3	H: -5	I: 0	J: i

SMILES: Cn1c(CNC(=O)CNS(=O)(=O)c2ccc(Br)cc2)cc(=O)n(C)c1=O
  A: -3	B: -2	C: 0.1	D: 4	E: 8	F: -1.1	G: 1	H: -6	I: -2	J: i

SMILES: COc1ccccc1/C=C/C(=O)c1c2c(c(C)[nH]c1=O)CCCC2
  A: 2	B: -7	C: -0.8	D: 3	E: -10	F: -0.7	G: 3	H: 15	I: 2	J: i

SMILES: CCCOC(=O)c1c(-c2ccc(C)cc2C)csc1NC(=O)C1C2CCC(O2)C1C(=O)O (centres undefined)
  A: 14	B: 10	C: -0.1	D: -1	E: 5	F: 1.4	G: 0	H: -2	I: 7	J: i

SMILES: CN(C)CCSc1nc(-c2ccccc2)nc2c1CCC2
  A: -1	B: 4	C: -0.3	D: 0	E: 7	F: -0.3	G: -1	H: -4	I: -1	J: i

SMILES: c1ccc(-c2nnc(N3CCN(c4ccccc4)CC3)nc2-c2ccccc2)cc1
  A: 1	B: 0	C: -0.2	D: -4	E: -6	F: 1.1	G: -2	H: -3	I: 0	J: i

SMILES: O=C(CN1C(=O)CSc2ccc(S(=O)(=O)N3CCOCC3)cc21)NCc1c(F)cccc1Cl
  A: -4	B: -19	C: 0.1	D: 20	E: -3	F: -1.8	G: -1	H: .	I: -1	J: i

SMILES: CCN(CC)S(=O)(=O)c1ccc(N=NC2=C(O)CCCC2=O)cc1
  A: -4	B: 26*	C: -0.4	D: -20	E: 7	F: -1.7	G: 0	H: -4	I: -3	J: i

SMILES: Cc1cc(C)c[n+](-c2nc3ccccc3nc2[N-]S(=O)(=O)c2ccc(Br)s2)c1
  A: 7	B: -17	C: -0.5	D: -15	E: 12	F: -1.3	G: 7	H: -1	I: -5	J: i

SMILES: COc1ccc(/C=C/C(=O)NNC(=O)C(C)Oc2ccccc2F)cc1OC (centres undefined)
  A: -2	B: 0	C: 0.0	D: -16	E: 0	F: -0.3	G: 1	H: 0	I: -2	J: i

SMILES: CNS(=O)(=O)c1cccc(C(=O)Nc2cccc(Cl)c2)c1
  A: -8	B: -12	C: -0.5	D: 0	E: 13	F: -0.4	G: 0	H: 9	I: -3	J: i

SMILES: CCOC(=O)C1(C)CCN1C(=O)c1ccc(C(F)(F)F)cc1 (centres undefined)
  A: -1	B: 0	C: 0.2	D: -1	E: 0	F: -0.7	G: 1	H: .	I: -2	J: i

SMILES: CN(C)C(=O)CN1C(=O)NC2(CCCc3ccccc32)C1=O (centres undefined)
  A: -6	B: 4	C: -0.6	D: -6	E: -9	F: -0.6	G: 3	H: -2	I: -2	J: i

SMILES: Cc1nnc(NC(=O)c2ccc(S(=O)(=O)N3CC(C)OC(C)C3)cc2)o1 (centres undefined)
  A: 6	B: 12	C: 0.0	D: 0	E: 2	F: -1.2	G: -2	H: -6	I: 1	J: i

SMILES: CCOC(=O)c1nnc(-c2ccc(C)cc2)nc1Oc1ccc(Cl)cc1Cl
  A: 3	B: -7	C: -0.3	D: -12	E: -7	F: -0.3	G: 10	H: -7	I: -1	J: i

SMILES: COc1ccc(OC)c(CNC(=O)C2CCCN(C(=O)N(C)C)C2)c1 (centres undefined)
  A: 1	B: -1	C: -0.8	D: -1	E: 8	F: -2.1	G: 0	H: -1	I: -1	J: i

SMILES: CCn1cc(SCC(=O)Nc2cc(C)on2)c2ccccc21
  A: 0	B: 9	C: 2.0	D: 2	E: -1	F: 0.8	G: -7	H: -8	I: -1	J: i

SMILES: COc1cccc(CNS(=O)(=O)c2c(C)[nH]c(C)c2C(=O)N2CCCC2)c1
  A: 3	B: -7	C: -0.7	D: 0	E: 13	F: -1.4	G: 2	H: -6	I: 0	J: i

SMILES: NS(=O)(=O)c1ccc2nc(NC(=O)CS(=O)(=O)c3ccc(F)cc3)sc2c1
  A: -2	B: -15	C: 0.1	D: 0	E: -1	F: 0.8	G: 1	H: 3	I: 7	J: i

SMILES: Nc1nc(CN2CCCCCC2)nc(Nc2ccccc2)n1
  A: 8	B: -7	C: 0.2	D: 6	E: 11	F: 1.2	G: -6	H: -2	I: 1	J: i

SMILES: CCOC(=O)C(=NCC1CCCO1)NNc1cc(Cl)ccc1Cl (centres undefined)
  A: 2	B: 7	C: -0.2	D: 1	E: 11	F: 2.2	G: 1	H: 6	I: 1	J: i

SMILES: COc1cc(C#Cc2c(-c3cncn3C)n(C)c3ccc(-c4ccc(CN5CCOCC5)cc4)cc23)cc(OC)c1
  A: 20	B: 6	C: 0.4	D: 3	E: 21	F: 8.4	G: -36	H: 14	I: -3	J: .

SMILES: CCn1c(C)nc2c1C(=O)c1ccccc1C2=O
  A: 2	B: -16	C: 0.1	D: -23	E: 29	F: -0.3	G: 1	H: -3	I: 11	J: i

SMILES: COc1cc(/C=N/NC(=O)C(=O)/C=C2\NC3(CCCC3)Cc3ccccc32)ccc1O
  A: 28	B: -5	C: -0.2	D: -4	E: 6	F: 3.8	G: -6	H: -9	I: 0	J: i

Profiles, looked up by structure. Values in the order: NadD inh, CendR NRP1 mod, Tb MetRS inh, SUMO1 PPI mod, SKN-1 inh, LMPTP block, DNMT1 block, Scp-1 inhibitor, STEP block, Neddylation inh
Nc1nc(CN2CCCCCC2)nc(Nc2ccccc2)n1 as listed: 8, -7, 0.2, 6, 11, 1.2, -6, -2, 1, i
c1ccc(-c2nnc(N3CCN(c4ccccc4)CC3)nc2-c2ccccc2)cc1 as listed: 1, 0, -0.2, -4, -6, 1.1, -2, -3, 0, i

Next part
Assay codes: A = NadD inh; B = CendR NRP1 mod; C = Tb MetRS inh; D = SUMO1 PPI mod; E = SKN-1 inh; F = LMPTP block; G = DNMT1 block; H = Scp-1 inhibitor; I = STEP block; J = Neddylation inh
SMILES: CC1NC2(C(=O)N(Cc3ccccc3)c3ccccc32)C2C(=O)N(c3ccccc3)C(=O)C12 (centres undefined)
  A: 3	B: 13	C: -0.2	D: 4	E: 2	F: -0.2	G: 1	H: -3	I: -3	J: i

SMILES: CC(=O)c1cccc(NC(=O)CSc2nc(=O)n(CCCN3CCOCC3)c3c2CCC3)c1
  A: -2	B: 1	C: -0.3	D: -1	E: 5	F: -2.0	G: 1	H: 1	I: 2	J: i

SMILES: O=C(NCCCCc1ccccc1)c1cccc(NC(=O)C2CCCC2)c1
  A: -4	B: 3	C: 0.1	D: -2	E: -1	F: 0.1	G: 3	H: -12	I: 2	J: i

SMILES: COc1cc(CNCc2ccccn2)ccc1OCc1ccc(Cl)cc1
  A: -1	B: -2	C: 0.9	D: 3	E: 15	F: -0.5	G: 1	H: 0	I: 0	J: i

SMILES: O=c1c2ccccc2ncn1CCCCOc1ccccc1F
  A: -4	B: -5	C: -0.3	D: 4	E: 1	F: 1.8	G: 1	H: -5	I: -1	J: i

SMILES: Cc1ccc(OCC(=O)NC2CCCC2)c(C)c1
  A: -2	B: -19	C: -0.9	D: 3	E: -1	F: -0.6	G: -2	H: -2	I: -1	J: i

SMILES: CCCNc1ncc2c(=O)[nH][nH]c(=O)c2n1
  A: 1	B: 1	C: -0.3	D: -1	E: 8	F: -0.4	G: -5	H: -13	I: 2	J: i

SMILES: CC(=O)Nc1cc(C(=O)OC(C(=O)c2ccccc2)c2ccccc2)ccc1C (centres undefined)
  A: -6	B: -2	C: -0.4	D: 1	E: -9	F: 1.9	G: -3	H: -4	I: -1	J: i

SMILES: Cc1ccc(C)c(OCCC(=O)OCC(=O)NC2CC2)c1
  A: 1	B: 12	C: -0.5	D: 2	E: 3	F: -0.1	G: 0	H: -3	I: 0	J: i

SMILES: CCCN(CCC)S(=O)(=O)c1ccc(C(=O)Nc2nnc(-c3cc(OC)cc(OC)c3)o2)cc1
  A: 58*	B: 25*	C: -0.4	D: 11	E: -3	F: -1.1	G: -8	H: -7	I: 4	J: i

SMILES: N#C/C(=C\c1c[nH]c2ccccc12)C(=O)NCC1CCCO1 (centres undefined)
  A: -1	B: -17	C: -0.6	D: -20	E: 9	F: -0.3	G: 3	H: 10	I: -1	J: i

SMILES: Cc1ccc([C@@H]2C3COCC=C3C(C#N)=C(N)C2(C#N)C#N)o1 (some centres undefined)
  A: 8	B: -1	C: 0.0	D: -1	E: 14	F: -0.6	G: -7	H: 0	I: -5	J: i

SMILES: COCCN(C(=O)COC(=O)/C=C/c1cccc(C(F)(F)F)c1)c1c(N)n(CC(C)C)c(=O)[nH]c1=O
  A: 3	B: 14	C: -0.2	D: -3	E: -7	F: 1.1	G: 2	H: -15	I: 1	J: i

SMILES: Nc1[nH]c(C(=O)c2ccccc2)c(-c2ccc(Cl)cc2Cl)c1C(=O)NCCc1c[nH]c2ccccc12
  A: 28	B: -2	C: -0.4	D: 2	E: 2	F: 2.2	G: .	H: .	I: .	J: i

SMILES: CC(C)NC(=O)c1sc2c(c1C(=O)Nc1cccnc1)CCCC2
  A: -4	B: -8	C: -1.2	D: -2	E: -5	F: -0.5	G: 1	H: 6	I: -2	J: i

SMILES: O=C(c1ccc(OC2CCN(CCc3ccccc3)CC2)cc1)N1CCCCC1CCCO (centres undefined)
  A: -12	B: -3	C: -0.5	D: 5	E: -9	F: 0.7	G: 1	H: -5	I: -3	J: i

SMILES: Cc1ccc(N2C(=O)c3ccc(N)cc3C2=O)cc1C
  A: 0	B: 18	C: -0.2	D: -24	E: 7	F: -0.8	G: -2	H: -3	I: -2	J: i

SMILES: CC(=O)c1ccc(N2CCN(S(=O)(=O)c3ccc4ccccc4c3)CC2)cc1
  A: -4	B: -10	C: -0.2	D: -25	E: -1	F: 3.4	G: -8	H: -13	I: 1	J: i

SMILES: Fc1ccccc1OCCCCN1CCCCC1
  A: -4	B: -10	C: -0.3	D: 1	E: 11	F: -2.6	G: -1	H: -6	I: 1	J: i

From PubChem BioAssay
